Assay outcomes from PubChem.
NCOA3 inh: human NCOA3 inhibition; hit rate 0.17% among 360,000; inhibition, % at 3.6 µM; HEK293 GAL4-SRC3 luciferase reporter, luminescence;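 active = inhibition above a per-campaign cutoff, the mean of all compounds plus 3 SD, cut at about 60% in these data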;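 note: 0% = DMSO-treated cells and 100% = gossypol-treated cells at 36 µM; higher means less SRC3-driven luciferase light from the GAL4 reporter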
TLR9-MyD88 inh: TLR9-MyD88 interaction inhibition. CHO BLA complementation TLR9-MyD88, CCF4 FRET ratio. inhibition, % at 4.98 µM. hit rate 0.21% among 340,000;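 active = inhibition above the mean over all tested compounds plus 3 SD, cut at about 21% in these data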;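 note: 0% = DMSO only wells and 100% = clavulanate BLA inhibitor control wells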
NCOA2 inhibitor: human SRC2 (NCOA2) inhibition; hit rate 0.17% among 370,000; Q15596; HEK293 GAL4-SRC2 luciferase reporter, luminescence; inhibition, % at 9 µM;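 active = inhibition above the mean inhibition of all tested compounds plus 3 SD, set per campaign, cut at about 52% in these data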;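 note: 0% = DMSO treated cells and 100% = cells given Gossypol at 36 µM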
LRH-1 inv ag: NR5A2 inverse agonism in reporter assay | HEK293T StAR-luciferase reporter, LRH-1 transfected, 24 h | inhibition, % at 3.6 µM | AID 602396 | hit rate 0.13% among 360,000;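 active = inhibition above the mean inhibition of all tested compounds plus 3 SD, cut at about 73% in these data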;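 note: 0% = DMSO wells and 100% = reporter-only cells lacking LRH-1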
ABHD5 PLIN5 PPI: ABHD5-PLIN5 protein interaction inhibition. inhibition, % at 4 µM. Split G. princeps luciferase complementation, luminescence, 4 h. Q00G26+Q8WTS1. hit rate 0.78% among 360,000. AID 602281;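 active = inhibition above the mean inhibition across every tested compound plus 3 SD, cut at about 22% in these data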;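 note: 0% = DMSO only wells and the 100% control is not disclosed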
Target sequence (Q00G26 whole entry, looked up): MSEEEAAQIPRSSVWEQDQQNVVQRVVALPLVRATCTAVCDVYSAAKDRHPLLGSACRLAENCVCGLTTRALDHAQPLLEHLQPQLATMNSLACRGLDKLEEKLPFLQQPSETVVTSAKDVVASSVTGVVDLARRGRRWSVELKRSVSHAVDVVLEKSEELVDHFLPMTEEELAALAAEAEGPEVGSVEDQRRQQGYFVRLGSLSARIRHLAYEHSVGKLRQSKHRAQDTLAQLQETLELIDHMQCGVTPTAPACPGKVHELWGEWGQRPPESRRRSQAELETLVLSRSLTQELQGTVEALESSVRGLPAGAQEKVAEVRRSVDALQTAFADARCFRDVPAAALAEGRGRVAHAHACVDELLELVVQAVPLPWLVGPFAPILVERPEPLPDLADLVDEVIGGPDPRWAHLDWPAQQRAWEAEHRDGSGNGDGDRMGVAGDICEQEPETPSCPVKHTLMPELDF
Target sequence (Q8WTS1 whole entry, looked up): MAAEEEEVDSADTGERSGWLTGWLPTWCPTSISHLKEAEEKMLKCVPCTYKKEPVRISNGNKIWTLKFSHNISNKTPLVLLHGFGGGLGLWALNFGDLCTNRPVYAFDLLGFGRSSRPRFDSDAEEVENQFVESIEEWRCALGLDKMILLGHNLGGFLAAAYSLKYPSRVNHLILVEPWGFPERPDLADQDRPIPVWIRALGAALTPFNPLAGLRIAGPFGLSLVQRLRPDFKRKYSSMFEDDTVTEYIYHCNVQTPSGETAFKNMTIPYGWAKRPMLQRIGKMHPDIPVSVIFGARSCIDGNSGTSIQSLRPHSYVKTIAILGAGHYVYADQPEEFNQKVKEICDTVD
TROY signal inh: inhibitors of TROY-dependent NF-kB signaling; Q293 LMP1-TROYcd NF-kB luciferase reporter, 4 h; inhibition, % at 10 µM; hit rate 0.98% among 360,000; AID 1347056;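 active = compounds whose plate-normalised and pattern-corrected inhibition of the luciferase reporter signal at the single screening dose is 50% or more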
COUP-TFII inh: blocks human COUP-TFII nuclear receptor; hit rate 0.7% among 370,000; P24468; AID 686940; inhibition, % at 8.6 µM; HEK293T NGFI-A luciferase reporter, luminescence;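 active = inhibition above a per-plate cutoff, mean inhibition of test wells between control levels plus 3 SD, cut at about 38% in these data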;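 note: cells cotransfected with COUP-TFII expression vector driving the NGFI-A reporter; 0% = median of COUP-TF2 test wells and 100% = reporter-only cells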
TWEAK-Fn14 inh: blocks TWEAK-Fn14 interaction in a reporter cell assay | hit rate 2% among 360,000 | TWEAK-stimulated Fn14 reporter cells, luciferase luminescence, 8 h | inhibition, % at 10 µM; in the data active = inhibition above about 50%
NOD2-RIPK2 inh: NOD2-RIPK2 protein interaction inhibition. O43353. CHO BLA complementation NOD2-RIPK2, CCF4 ratio. inhibition, % at 4.98 µM. hit rate 0.38% among 360,000. AID 624267; in the data active = inhibition above about 21%;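 note: 0% = vehicle only and 100% = reference blocker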
SRC1 inh: human NCOA1 inhibition. Q15788. HEK293 GAL4-SRC1 luciferase reporter, luminescence. inhibition, % at 3.6 µM. hit rate 0.12% among 360,000. AID 588354;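 active = inhibition above the campaign mean plus 3 SD, with each screening campaign given its own cutoff, cut at about 60% in these data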;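 note: 0% = DMSO treated cells and 100% = gossypol at 36 µM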
Granule exo inh: blocks lytic granule exocytosis; TALL-104 LAMP-1 surface exposure, flow cytometry; cells stimulated with thapsigargin and PMA; inhibition, % at 10 µM; hit rate 0.66% among 360,000; AID 651702;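 active = inhibition above about 55%, limit read from the data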
Numbers without * were called inactive; · = not tested or not shown. This is a subset (hit frequency here may not be typical).

SMILES	NCOA3 inh	TLR9-MyD88 inh	NCOA2 inhibitor	LRH-1 inv ag	ABHD5 PLIN5 PPI	TROY signal inh	COUP-TFII inh	TWEAK-Fn14 inh	NOD2-RIPK2 inh	SRC1 inh	Granule exo inh
Cc1cccc(C)c1NC(=O)COn1nnc2ccc(C(F)(F)F)cc21	2	-6	-2	-35	3	6	-8	13	-5	11	2
COc1cccc(N(CC(=O)NC2CCCC2)C(=O)Cn2nnc(-c3ccc(C)o3)n2)c1	9	-8	11	-1	-1	12	9	20	-4	10	-4
Cc1ccccc1C(=O)OCC(=O)N(C)c1ccccc1	-11	1	-15	3	6	-42	6	8	-7	-5	-11
O=C(COc1cccc(C(F)(F)F)c1)Nc1ccc(S(=O)(=O)N2CCCCC2)cc1	-4	-2	-9	8	-5	29	15	12	-5	5	-1
COC(=O)c1ccccc1NC(=O)C1CCCN(c2nnc(-n3cccc3)s2)C1 (stereo not given)	-1	1	-21	6	10	-5	3	5	-1	14	-7
CCOC(=O)C1=C(C)N=C2SC(C)C(=O)N2C1c1ccccc1 (stereo not given)	3	-6	12	-8	-5	-16	13	-1	-9	7	0
COc1ccc2cc[nH]c2c1	13	4	13	13	5	-15	10	17	-10	6	-2
CC1(C)CN(C(Cc2ccccc2)C(N)=O)C1=O (stereo not given)	-11	5	-22	-3	-4	0	3	1	-1	-11	-5
COc1cc2nc(NC(=O)c3ccccc3)sc(=O)c2cc1OC	7	2	-9	5	18	7	14	72*	1	-10	7
Fc1ccc(Oc2nnnn2-c2ccccc2)cc1	7	0	-33	13	-3	-43	4	-8	-13	1	-1
COc1cc(/C=C2\SC(=S)N(CCC(=O)Nc3cccc(O)c3)C2=O)cc(OC)c1OC	2	-7	0	4	-1	49	18	46	9	12	85*
COc1ccc(CNC(=O)CN(c2ccc(OC)cc2)S(=O)(=O)c2c(C)nn(C)c2C)cc1	8	-8	-11	11	5	7	7	16	-12	-15	-4
CCCNC(=O)C1CC(c2ccccc2[N+](=O)[O-])=NO1 (stereo not given)	10	-2	-12	-24	7	-3	-4	14	-7	-18	-6
COc1ccc(CNC(=O)N2CCN(c3cccc(Cl)c3)CC2)cc1OC	-42	6	-4	14	3	2	6	-13	2	21	10
O=C(CSc1cccc[n+]1[O-])c1ccc(-c2ccccc2)cc1	-37	4	-51	-84	8	-96	-54	3	6	-34	-3
O=C(Nc1ccc(Oc2ccccc2)nc1)C1CCN(Cc2ccco2)CC1	-11	-4	-4	-3	13	-15	-8	21	-4	11	2
CN1C(=O)CSc2ccc(NC(=O)NCc3ccc(F)cc3)cc21	13	-7	0	0	3	7	-27	9	-11	-12	-7
CC(C)NC(=O)C1(C)CN(S(C)(=O)=O)CC(=O)N1CCc1ccccc1 (stereo not given)	·	·	0	4	-3	·	3	·	1	·	-2
C[C@@H]1CN([C@H](C)CO)S(=O)(=O)c2ccc(-c3ccc(C#N)cc3)cc2O[C@H]1CN(C)C(=O)Nc1cc(F)ccc1F	12	2	3	37	4	-11	20	7	-4	-21	6
O=C(CSc1nnc(CNc2ccc(F)cc2)n1Cc1ccco1)NC1CC1	1	-5	4	8	22*	-10	7	-8	-7	0	3
COc1ccc(NC(=O)N/C=C/c2ccco2)cc1	13	-2	-4	-12	3	10	-12	-6	-3	-4	-4
COc1cccc(NC(=O)NC2CCCCC2C)c1 (stereo not given)	10	-6	-7	-7	0	-17	-5	-12	-1	-17	-1
COc1cccc(NC(=S)NNC(=O)Cn2nc([N+](=O)[O-])cc2C)c1	-4	-4	-8	-5	-8	-1	-2	1	-6	-4	-1
CCOC(=O)c1c(C)[nH]c(C(=O)OCC(=O)N2CC(C)OC(C)C2)c1C (stereo not given)	22	5	-4	10	5	-20	-9	-10	2	16	3
Cc1ccccc1C(=O)N1CCC(n2nccc2NC(=O)CCOc2ccccc2)CC1	-4	3	-17	19	-3	-25	10	-9	-2	-15	-15
CCc1ccccc1NC(=O)Nc1cccc(F)c1	-2	3	-13	-27	2	-5	-3	-10	-14	1	-3
CCN(CC)c1nc(Nc2ccccc2)nc(Oc2ccc(=O)[nH]n2)n1	2	-7	5	2	-2	8	-2	17	-3	-11	-1
Clc1ccccc1-c1nnc2sc(-c3ccc(Br)o3)nn12	3	6	6	50	10	-3	9	4	-8	13	1
COc1ccc(NC(=S)N/N=C2\CC(C)(C)Oc3ccc(OC)cc32)cc1	2	7	19	28	-1	4	1	-4	-10	1	2
COc1cc(C2SCC(=O)N2CCc2ccc(OC)c(OC)c2)ccc1O (stereo not given)	18	·	-1	4	-1	-2	2	5	-7	-2	-1
C[C@H]1CN([C@@H](C)CO)C(=O)CCCn2cc(nn2)CO[C@@H]1CN(C)C(=O)Nc1cccc2ccccc12	-6	-10	-31	1	4	32	6	34	1	10	0
Cc1ccc2nc(-c3cccc(Cl)c3)c(Cc3ccccc3)n2c1	·	·	-67	-111	-5	-60	-46	-3	1	·	-4
CC(=O)Nc1ccc(SCC(=O)NNC(=O)CN(C)S(=O)(=O)c2ccc(C)cc2)cc1	-14	-11	16	-4	5	4	19	-9	-5	-4	8
CC(NC(=O)COC(=O)c1ccc(N(C)C)cc1)c1ccccc1 (stereo not given)	7	-11	8	12	-2	20	3	5	-4	2	-7
COc1ccccc1NS(=O)(=O)c1cc(NC(=O)c2cc(F)c(F)c(F)c2F)ccc1N1CCOCC1	8	-13	4	23	0	2	1	14	-3	-8	4
CN(C)c1cc[n+](CC(=O)c2ccc(Br)cc2)cc1	1	-1	10	-17	-3	19	-9	7	3	-24	1
CC(=O)c1sc(NC(=O)COc2ccc(Br)cc2)nc1C	-2	8	2	2	4	-18	-4	3	-1	-2	9
O=C(CCCC(=O)N(CC(=O)NC1CCCCC1)c1ccccc1F)Nc1ccccn1	5	-4	-1	3	-10	-8	13	12	-7	-4	0
FC(F)(F)c1ccccc1Cc1c(C2CCCCC2)nc2ccc(Cl)cn12	13	·	-20	-12	-2	-14	-15	-1	4	0	2
COC(=O)[C@H]1C[C@@H]1[C@H](NC(=O)OCc1ccccc1)c1ccccc1	-8	10	0	8	0	7	4	16	-9	-15	18
CC(C)(C)c1ccc(Cn2ccc(-c3ccc4c(c3)OCO4)n2)cc1	-16	4	-10	18	-10	-42	-9	2	-7	-18	-1
COC(=O)c1ccc(-c2cc(CC3(C(=O)OC)CCN(C(=O)OC(C)(C)C)CC3)on2)cc1	2	3	28	3	-7	18	2	-1	-4	-5	9
COc1ccc(C)cc1S(=O)(=O)N1CCN(c2ccccc2)CC1	-14	-2	6	-25	-8	-4	13	0	-3	-5	6
Cc1ccccc1-n1nc(C)c2c1N=C1C(Cl)=CC(Cl)=CN1C2c1ccc(C(=O)O)cc1 (stereo not given)	26	8	5	0	8	1	12	41	1	26	0
Nc1ccc(Sc2nnnn2-c2ccccc2)c(Cl)c1	16	-10	2	13	0	-13	-10	16	-5	-4	1
O=C(CCS(=O)(=O)c1ccccc1)OCc1ccc([N+](=O)[O-])cc1	17	0	-9	14	3	-7	-12	-7	-8	4	-4
Cc1csc(SCc2nc3scc(-c4ccccc4)c3c(=O)[nH]2)n1	24	5	-2	8	-7	0	7	-7	5	1	0
c1ccc(CNCCN2CCNCC2)nc1	-14	-1	3	6	7	1	-5	-1	0	2	6
CC(=O)Nc1cccc2ncccc12	9	3	21	-2	7	1	-5	7	-13	10	2
O=C(COC(=O)c1cc([N+](=O)[O-])ccc1N1CCOCC1)Nc1c(Cl)cccc1Cl	8	-1	14	13	5	-26	-12	-25	-11	11	3
The list continues.
SMILES	NCOA3 inh	TLR9-MyD88 inh	NCOA2 inhibitor	LRH-1 inv ag	ABHD5 PLIN5 PPI	TROY signal inh	COUP-TFII inh	TWEAK-Fn14 inh	NOD2-RIPK2 inh	SRC1 inh	Granule exo inh
Cc1ccc(Cl)cc1NC(=O)[C@@H]1CCC(=O)N1C1OC(=O)c2ccccc21 (stereo not given in full)	-8	4	-13	-25	4	15	10	-7	8	-28	1
O=S(=O)(c1ccc(F)c2ccccc12)N1CCCCC1	-5	6	4	-12	-3	-19	-8	-5	6	7	-2
Cc1cccc(NC(=O)COC(=O)CN2CCCCCC2=O)c1C	-12	2	-4	20	0	1	-6	10	-5	2	2
CC(C)Oc1ccc(OCCn2c(=S)[nH]c3c(N)ncnc32)cc1	24	5	-20	-5	-9	4	-8	-16	-8	-29	-5
O=C(O)c1ccc(CS(=O)(=O)c2ccc(Br)cc2)cc1	0	1	-7	-7	-2	-12	8	-2	1	-14	17
CCC(C)Cn1cnc2c(SCc3ccccn3)nc(N)nc21 (stereo not given)	-32	6	-7	-34	-3	-6	-3	-16	-5	-15	1
CC(NC(=O)c1cccs1)C1CCCO1 (stereo not given)	13	-2	4	-12	1	5	-2	14	-6	-20	-11
S=C1NCN(Cc2ccco2)CN1	21	7	-25	-6	-6	2	9	-6	-3	-19	0
CN(CCN1CCOCC1)Cc1nc(-c2ccccc2)no1	7	2	-4	-12	2	27	6	-3	-4	-12	-3
CCCCn1c(N)c(N(C(=O)CSc2nnnn2-c2ccccc2C)C2CCCC2)c(=O)[nH]c1=O	2	1	-10	2	1	7	5	-4	-12	-25	-4

Three compounds out of the list, arranged by length of the SMILES, largest number first.
SMILES	NCOA3 inh	TLR9-MyD88 inh	NCOA2 inhibitor	LRH-1 inv ag	ABHD5 PLIN5 PPI	TROY signal inh	COUP-TFII inh	TWEAK-Fn14 inh	NOD2-RIPK2 inh	SRC1 inh	Granule exo inh
Cc1ccc(Cl)cc1NC(=O)[C@@H]1CCC(=O)N1C1OC(=O)c2ccccc21 (stereo not given in full)	-8	4	-13	-25	4	15	10	-7	8	-28	1
O=C(O)c1ccc(CS(=O)(=O)c2ccc(Br)cc2)cc1	0	1	-7	-7	-2	-12	8	-2	1	-14	17
Cc1cccc(NC(=O)COC(=O)CN2CCCCCC2=O)c1C	-12	2	-4	20	0	1	-6	10	-5	2	2

Going on with the list:
SMILES	NCOA3 inh	TLR9-MyD88 inh	NCOA2 inhibitor	LRH-1 inv ag	ABHD5 PLIN5 PPI	TROY signal inh	COUP-TFII inh	TWEAK-Fn14 inh	NOD2-RIPK2 inh	SRC1 inh	Granule exo inh
CCOC(=O)c1cccc(C(=O)OCC)n1	-11	1	2	12	2	-16	-3	-4	-11	-2	0
CCOC(=O)C(=O)Nc1sc(C(=O)N(CC)CC)c(C)c1C#N	-6	-3	3	9	-1	14	1	33	2	9	-3
O=C(Nc1ccc(Cl)cc1F)C1CC1	13	-2	-25	-6	7	9	-16	-25	-1	-15	0
CC(C)C(=O)Nc1ccc2oc(-c3cc(F)c(F)cc3Cl)nc2c1	-21	1	-8	-4	6	-103	-9	-36	5	-23	-2
O=C1C=C(c2n[nH]nc2-c2ccccc2)C[C@@H](c2ccc(F)cc2)C1	-25	-1	24	-17	-3	-13	2	-11	2	-46	1
CCSc1nnc(NC(=O)COc2ccccc2[N+](=O)[O-])s1	-34	6	-74	-96	1	-61	0	-17	-6	-66	-1
Cn1c(=O)[nH]c(=O)c2c1nc(NN)n2CCOc1ccccc1	0	-1	-9	1	0	-2	2	-4	0	-10	-7
O=C(COc1ccccc1)Nc1cccc(-c2nnc(-c3ccccc3)o2)c1	-48	6	-23	-2	3	-1	-11	37	-6	-29	3
CCNC(=O)C1(C)CCCN(C(=O)c2cc(C)n(C(C)(C)C)n2)C1 (stereo not given)	13	·	-7	7	-4	-12	-11	4	0	-10	3
Cc1c(NC(=O)C(C)Sc2n[nH]c(N)n2)c(=O)n(-c2ccccc2)n1C (stereo not given)	0	3	-18	1	-4	-4	-2	-9	0	-7	0
